High-throughput results deposited in PubChem by several laboratories.
Wnt act: Wnt/beta-catenin pathway activation; Wnt/beta-catenin reporter cell assay, activator, plate reader; activation, % at 9.35 µM; hit rate 1.2% among 300,000; in the data active = activation above about 30%, passing the limit was not always enough; inconclusive = no clear call, values can overlap the other calls;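 note: 0% = neutral control wells and 100% = positive control wells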
Tat transport: blocks Tat-dependent protein export in E. coli | E. coli MC4100 TorA-mCherry Tat export, fluorescence | inhibition, % at 10 µM | hit rate 0.036% among 340,000 | AID 488895;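 active = mean replicate inhibition at least 50% and at least half of replicates individually reaching 50%; inconclusive = only one of the two criteria met; inactive = neither criterion met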;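 note: exported cargo escapes ClpAP degradation while cytoplasmic cargo is degraded and loses fluorescence; 0% = median of neutral control wells and 100% = median of NaSCN control wells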
E coli growth: reduces bacterial viability in AddAB counter-screen. E. coli V3065 growth, OD600 absorbance, 18 h. inhibition, % at 11.9 µM. hit rate 0.27% among 330,000;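 active = inhibition above the campaign's mean inhibition across all tested compounds plus 3 SD, cut at about 9.9% in these data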;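 note: uninfected addAB+ strain grown without phage in ampicillin broth; 0% = DMSO wells and 100% = ciprofloxacin 0.95 µg/ml wells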
AddAB inh: less growth of phage-infected E. coli with AddAB; AID 435030; E. coli expressing H. pylori AddAB, absorbance growth; inhibition, % at 11.9 µM; hit rate 0.29% among 330,000; in the data active = inhibition above about 12%;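 note: 0% = vehicle wells of infected cells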
phage Ecoli inh: E. coli growth loss with phage present; growth absorbance; inhibition, % at 11.9 µM; hit rate 0.26% among 360,000; in the data active = inhibition above about 11%
CAL PDZ FP-1: blocks peptide binding to human CAL PDZ domain; Q9HD26; hit rate 0.02% among 330,000; inhibition, % at 20 µM; purified CAL PDZ, TMR-peptide fluorescence polarization, 1 h; AID 504414;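 active = highest replicate inhibition of at least 40%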;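 note: plate controls were DMSO neutral control wells for no effect and unlabeled competitor peptide control wells for full effect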
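Test system: purified CerCALP PDZ construct; Compound dosing: one concentration, 20 µM compound; Also added: TMR-labelled reporter peptide T*-PRC34 bound in PDZ groove; Read-out: inhibition from polarization loss; Controls: unlabelled peptide and DMSO controls; Signal: FP readout, S and P plane fluorescence; Incubation: 1 h at RT.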
SR-BI uptake up: activators of SR-BI mediated HDL lipid uptake; CHO ldlA[mSR-BI] cells, DiI-HDL uptake fluorescence, 3 h; 100 = double the neutral-control signal; activation, % at 12.5 µM; hit rate 0.096% among 320,000;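 active = mean replicate activation of at least 60% and every replicate at or above 60%; inconclusive = mean or all-replicate condition met, but not both; inactive = mean below 60% and not all replicates reaching 60%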;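 note: 0% = median plate neutral-control signal and 100% = twice that signal; values of inactives mirror those of a sister screen read the other way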
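Test system: SR-BI-overexpressing, LDLR-lacking CHO cells; Medium: Ham's F12 with 0.5% BSA, HEPES 25 mM, pH 7.4; Schedule: 3 h, 37 °C; Technique: bottom-read fluorescence, 550/595 nm.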
CAL PDZ FP-2: CAL PDZ (human) peptide binding inhibition; purified CAL PDZ, TMR-peptide fluorescence polarization, 1 h; inhibition, % at 24.9 µM; Q9HD26; hit rate 0.92% among 300,000; AID 602252;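 active = mean inhibition of at least 30% with at least half of replicates also reaching 30%; inconclusive = no clear call, values can overlap the other calls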;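 note: 0% = DMSO neutral control and 100% = excess unlabeled competitor peptide PRC23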
MITF act: activators of MITF-driven TRPM1 promoter activity in SK-MEL-5 cells; hit rate 0.75% among 300,000; AID 588334; SK-MEL-5 TRPM1-promoter luciferase, 24 h; % of positive control, neutral wells = 0; activation, % at 12.5 µM;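 active = mean activation of at least 80% with every replicate also reaching 80%; inconclusive = mean reaches 80% but some replicate falls short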;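 note: 0% = neutral control wells and 100% = parthenolide positive control wells; values of inactives mirror those of a sister screen read the other way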
SR-BI DiI inh: inhibitors of mouse SR-BI mediated HDL lipid uptake. inhibition, % at 12.5 µM. hit rate 0.96% among 320,000. Q61009. AID 488896. ldlA[mSR-BI] CHO cells, DiI-HDL uptake fluorescence, 3 h;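 active = mean replicate inhibition of at least 70% and a set share of replicates each scoring 70 or more; inconclusive = meets just one of the two criteria; inactive = fails both criteria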;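 note: 0% = median of neutral control wells and 100% = median of positive control wells; values of inactives mirror those of a sister screen read the other way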
Target sequence (Q61009 whole entry, looked up): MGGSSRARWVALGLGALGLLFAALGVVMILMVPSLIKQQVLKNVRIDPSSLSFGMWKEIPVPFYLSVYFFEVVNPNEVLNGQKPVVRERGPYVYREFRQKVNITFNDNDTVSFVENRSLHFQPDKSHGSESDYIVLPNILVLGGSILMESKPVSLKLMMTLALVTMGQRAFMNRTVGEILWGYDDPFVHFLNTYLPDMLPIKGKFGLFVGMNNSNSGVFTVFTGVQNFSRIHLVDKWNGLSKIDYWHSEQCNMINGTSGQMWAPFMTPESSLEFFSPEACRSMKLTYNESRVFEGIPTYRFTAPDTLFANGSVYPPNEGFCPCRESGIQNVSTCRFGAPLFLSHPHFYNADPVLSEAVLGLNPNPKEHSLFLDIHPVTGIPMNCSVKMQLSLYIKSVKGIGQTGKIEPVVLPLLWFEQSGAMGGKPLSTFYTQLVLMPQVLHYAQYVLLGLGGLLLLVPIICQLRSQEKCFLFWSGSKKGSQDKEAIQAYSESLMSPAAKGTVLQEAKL
Starred values were filed as active, the others as inactive; ? = inconclusive; nt = not tested or not shown.

Compound | AddAB inh | CAL PDZ FP-1 | MITF act | SR-BI DiI inh | phage Ecoli inh | SR-BI uptake up | E coli growth | Wnt act | Tat transport | CAL PDZ FP-2
COCCn1c(=O)c2cc3c(=O)n(CCOC)c(=O)c3cc2c1=O | 1.2 | -0.2 | -1 | -19 | 3.1 | 19 | 1.6 | -3 | -14 | -3
COc1ccc(NS(=O)(=O)c2cc(NC(=O)CCNC(C)=O)ccc2N2CCCCC2)cc1 | 0.3 | 1.0 | -9 | -12 | 5.3 | 12 | -2.1 | 0 | 0 | nt
O=[N+]([O-])c1cc(Cl)ccc1Nc1ccccc1 | 0.1 | 0.7 | -3 | 8 | nt | -8 | -1.9 | nt | -9 | 8
Cc1ccc(CN(C)C(=O)CN2C(=O)NC3(CCCc4ccccc43)C2=O)c(C)c1 (centres undefined) | 0.9 | 1.3 | nt | 14 | 3.2 | -14 | -2.5 | -6 | 8 | -2
COc1ccc(NC(=O)C2Cc3ccccc3O/C2=N\O)cc1 (centres undefined) | nt | -1.3 | 86* | 3 | 0.3 | -3 | nt | 10 | -3 | -10
Cn1c(=O)c2c(nc(SCC(=O)NCC3CCCO3)n2C)n(C)c1=O (centres undefined) | 0.8 | -3.1 | -8 | -22 | 4.5 | 22 | 0.9 | -2 | 5 | 0
O=C(c1ccccc1)N1CCN(CC#Cc2ccccc2)CC1 | 1.9 | -0.6 | 54 | -1 | 1.6 | 1 | 2.7 | 4 | -1 | -2
C=CC[C@@H](CC(=O)OC(C)(C)C)C(=O)OC[C@@H]1CCCN1C(=O)[C@@H](CC=C)CC(=O)N[C@H](CO)Cc1ccccc1 | 2.8 | -1.8 | 1 | -6 | 1.0 | 6 | -1.7 | -2 | 3 | -6
COc1cccc(C(=O)Nc2cccnc2)c1OC | -0.2 | 0.6 | -5 | -7 | 3.5 | 7 | -1.4 | 0 | 1 | -5
CCOc1ccc(C(=O)NCc2ccncc2)cc1 | 5.7 | -0.7 | 6 | -3 | 1.6 | 3 | 2.0 | -2 | -7 | 4

No new results follow: 4 of the compounds above.
Compound | AddAB inh | CAL PDZ FP-1 | MITF act | SR-BI DiI inh | phage Ecoli inh | SR-BI uptake up | E coli growth | Wnt act | Tat transport | CAL PDZ FP-2
Cc1ccc(CN(C)C(=O)CN2C(=O)NC3(CCCc4ccccc43)C2=O)c(C)c1 (centres undefined) | 0.9 | 1.3 | nt | 14 | 3.2 | -14 | -2.5 | -6 | 8 | -2
COc1ccc(NC(=O)C2Cc3ccccc3O/C2=N\O)cc1 (centres undefined) | nt | -1.3 | 86* | 3 | 0.3 | -3 | nt | 10 | -3 | -10
Cn1c(=O)c2c(nc(SCC(=O)NCC3CCCO3)n2C)n(C)c1=O (centres undefined) | 0.8 | -3.1 | -8 | -22 | 4.5 | 22 | 0.9 | -2 | 5 | 0
O=C(c1ccccc1)N1CCN(CC#Cc2ccccc2)CC1 | 1.9 | -0.6 | 54 | -1 | 1.6 | 1 | 2.7 | 4 | -1 | -2

Other results.
Compound | AddAB inh | CAL PDZ FP-1 | MITF act | SR-BI DiI inh | phage Ecoli inh | SR-BI uptake up | E coli growth | Wnt act | Tat transport | CAL PDZ FP-2
CC(=O)Nc1ccc(S(=O)(=O)Nc2ccccc2N2CCOCC2)cc1Cl | -0.7 | -1.0 | 1 | -5 | 1.3 | 5 | -2.5 | 2 | -2 | -1
Nc1nnc(Cc2ccc(Cl)c(Cl)c2)s1 | 1.6 | -0.7 | -8 | -27 | 2.0 | 27 | 0.9 | 0 | -1 | -2
CC(C)(C)c1ccc(C(=O)NCCc2ccccc2)cc1 | 0.3 | 0.7 | ? | 14 | 4.6 | -14 | -0.7 | 29 | 7 | 2
COc1ccc(S(=O)(=O)NCc2ccco2)cc1C(=O)N1CCCCC1 | 1.4 | -0.7 | -2 | nt | 0.0 | nt | -2.7 | -3 | -5 | -2
O=C(Cc1cccs1)N/N=C/C=C\c1ccco1 | 2.3 | -2.0 | 4 | 8 | 2.5 | -8 | 0.3 | ? | 4 | -1
CN(C(=O)c1ccccc1-c1ccccc1C(=O)O)c1ccccc1 | 3.9 | 0.9 | -9 | -15 | 0.1 | 15 | 0.9 | 1 | 1 | nt
O=C(CSc1ncnc2c1oc1ccccc12)NC1CCCCC1 | -2.6 | -1.2 | 8 | -10 | -0.1 | 10 | 0.1 | -2 | -4 | -4
O=C(CSc1nnc(CNC(=O)c2ccco2)o1)Nc1cccc(Cl)c1 | -1.5 | -1.6 | -7 | -9 | 1.2 | 9 | -0.8 | 1 | -6 | -4
O=C(O)c1sccc1Oc1ccc(F)cc1[N+](=O)[O-] | 2.6 | -2.2 | -13 | -15 | 3.5 | 15 | 0.6 | 1 | 4 | -4
COc1cc(C(=O)Nc2nnc(CC(C)C)s2)c([N+](=O)[O-])cc1OC | 3.8 | -1.8 | -5 | 6 | 2.7 | -6 | 2.2 | 0 | 2 | 0
COc1ccccc1/C=C/C(=O)c1ccccc1 | nt | -2.0 | 19 | 44 | -0.1 | -44 | nt | 19 | 5 | 3
CCN(c1ccccc1)S(=O)(=O)c1ccc(C(=O)OC(C)C(=O)NCCC2=CCCCC2)cc1 (centres undefined) | 0.9 | -1.4 | 7 | 3 | 2.2 | -3 | 1.8 | nt | 0 | -2
CCOC(=O)C(=O)N1CCN(c2ccccc2OC)CC1 | 3.7 | -1.2 | 1 | -11 | -1.4 | 11 | -2.5 | 0 | 6 | -1
COc1ccccc1-c1c(C(F)(F)F)oc2cc(OC(=O)c3cccc([N+](=O)[O-])c3C)ccc2c1=O | -0.8 | 0.1 | -21 | -17 | 2.2 | 17 | 0.4 | nt | -13 | 1
COc1cc(/C=N/NC(=O)Nc2ccccc2)ccc1OCCOc1ccccc1C | 0.6 | -1.8 | -5 | 71* | 2.7 | -71 | 0.7 | nt | -9 | nt
COC(=O)Nc1ccc(S(=O)(=O)N2CCCC(C(=O)N3CCCCC3)C2)cc1 (centres undefined) | 3.7 | -2.4 | 3 | -10 | 0.3 | 10 | 0.7 | 0 | -3 | -1
COC(=O)C1C(c2ccc(OC)cc2)C(C(=O)OC)S(=O)(=O)C(CCN2CCCCC2)S1(=O)=O (centres undefined) | 1.0 | 0.5 | -14 | -16 | -0.1 | 16 | -0.9 | -2 | 23 | 0
O=C(Cc1ccccc1)NNc1ccc2ccccc2c1 | 0.9 | 0.2 | -9 | -2 | 1.9 | 2 | 1.9 | 1 | 3 | nt
O=C(NNC(=O)c1cc2cc(OC(F)(F)F)ccc2[nH]1)c1ccc(Cl)cc1 | 4.8 | nt | nt | nt | 5.7 | nt | 4.0 | -1 | nt | nt
Cc1cc(C)c(C#N)c(Nc2ccccc2F)n1 | 1.3 | 0.0 | nt | 4 | -1.8 | -4 | 0.1 | -1 | 0 | 0
Cc1ccc(NC(=O)CCN2C(=O)NC3(CCCC3)C2=O)cc1S(=O)(=O)N1CCOCC1 | 2.2 | -1.5 | 3 | 3 | 1.6 | -3 | 1.8 | -2 | 0 | -3
CCN(CC)S(=O)(=O)c1cccc(NC(=O)c2ccccc2Br)c1 | 4.8 | 0.4 | -2 | 48 | 4.0 | -48 | 1.0 | 4 | -3 | 0
NC(=O)C1=NOC(CNc2ncc(C(F)(F)F)cc2Cl)C1 (centres undefined) | 0.1 | -2.0 | 18 | -7 | -0.5 | 7 | 1.1 | 4 | -14 | -3
O=C(CSc1nnc(Cc2ccccc2)c(=O)[nH]1)Nc1ccccc1 | 4.7 | -1.8 | 7 | -7 | 4.5 | 7 | 0.7 | 3 | -8 | -1
Cc1nc(N/N=C/c2ccc(O)cc2)c2cnn(-c3ccccc3)c2n1 | 3.9 | -2.5 | 7 | 75* | -1.0 | -75 | -1.2 | 3 | -7 | 2
Cc1ccc(NC(=O)CN(C)C(=O)Nc2ccc(C)cc2)cc1 | 1.9 | -1.6 | 31 | nt | 4.2 | nt | 1.1 | -3 | 2 | -3
CC(C)CC(=O)Nc1c2c(nn1-c1ccc(F)cc1)CS(=O)C2 (centres undefined) | 3.6 | -2.3 | -1 | -12 | 1.3 | 12 | 1.6 | -2 | 2 | -1
O=C(CN1CCC(n2nnc3cc(F)ccc32)CC1)N1CCCc2ccccc21 | 2.8 | -2.1 | nt | 7 | 3.1 | -7 | 2.5 | -13 | 4 | -4
Cc1ccc(N(CC(=O)NCc2ccco2)C(=O)CCC(=O)Nc2ccccn2)cc1C | 1.9 | -0.7 | 3 | 3 | 1.8 | -3 | -0.1 | nt | 0 | -3
COC(=O)c1c(NC(=O)c2ccccc2F)sc2c1C(C(=O)OC)CC2 (centres undefined) | -0.2 | -0.4 | nt | 46 | 1.5 | -46 | 3.5 | 6 | -3 | 0
FC(F)(F)c1cc(-c2ccco2)nc(-n2cnc3ccccc32)n1 | 2.3 | 1.2 | -4 | 17 | 1.7 | -17 | 0.7 | nt | 6 | nt
COc1cccc(N2[C@@H](CC(=O)O)c3cc(C(F)(F)F)ccc3S2(=O)=O)c1 | -1.4 | 1.3 | -11 | -10 | 0.8 | 10 | -0.1 | -2 | 8 | 2
CN(/N=C/c1ccc(-c2ccc([N+](=O)[O-])cc2)o1)c1ccccc1 | 4.1 | 0.3 | nt | 17 | 1.5 | -17 | 0.9 | 4 | -6 | 0
CC(=O)OCn1nnc2ccccc2c1=O | 2.4 | 0.0 | 6 | -1 | 5.8 | 1 | 1.0 | nt | -4 | -7
COc1cc(C(=O)NCCC(=O)N2CCN(C)CC2)cc(OC)c1OC | 3.6 | -2.2 | -11 | -2 | 1.5 | 2 | 0.2 | 1 | 3 | -2
CC(=O)c1cccc(NC(=S)NC(=O)c2ccc(Br)cc2)c1 | 1.0 | -0.2 | 58 | -13 | 0.3 | 13 | -4.8 | nt | 1 | -1
O=C(O)C1CCN(C(=O)c2ccc(Cl)cc2)CC1 | 1.2 | 0.4 | 7 | -17 | 3.0 | 17 | -0.5 | nt | 9 | -8
CCN1CCN(S(=O)(=O)c2c[nH]c(C(=O)OC)c2)CC1 | -2.9 | -1.7 | nt | -4 | 2.2 | 4 | 1.0 | -1 | -7 | nt
CCN(CC(=O)Nc1cc(S(=O)(=O)N2CCOCC2)ccc1C)Cc1ccccc1 | -0.5 | 0.1 | -17 | 9 | 2.2 | -9 | -2.2 | -4 | 1 | -2
CC(NC(=O)Cn1cccc1C(=O)c1ccccc1)c1ccccc1 (centres undefined) | 0.9 | 0.4 | 4 | 5 | 2.8 | -5 | -2.3 | -2 | -3 | nt
CCCN(CC(=O)Nc1cc(Cl)ccc1Cl)C(=O)/C=C/c1ccco1 | 0.9 | -0.8 | 3 | 3 | 3.4 | -3 | -0.2 | nt | -14 | -8
COc1cccc(NC(=O)COC(=O)C2CC2)c1 | -0.3 | 0.1 | 7 | -20 | 3.0 | 20 | -2.8 | -2 | -8 | -5
